# Screening data (PubChem BioAssay)
# mcGAS MS inh = mouse cGAS inhibition by mass spec. Q8C6L5. recombinant mouse cGAS, cGAMP by RapidFire MS. inhibition, % at 12.5 µM. 130,000 tested, 0.18% active. AID 1259397;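 active = inhibition of cGAS enzyme activity at or above 60%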;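 note: enzyme stimulated by 45 bp dsDNA with ATP and GTP substrates; cGAMP share of summed cGAMP plus half ATP and half GTP signals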
# Target sequence (Q8C6L5 whole entry, looked up): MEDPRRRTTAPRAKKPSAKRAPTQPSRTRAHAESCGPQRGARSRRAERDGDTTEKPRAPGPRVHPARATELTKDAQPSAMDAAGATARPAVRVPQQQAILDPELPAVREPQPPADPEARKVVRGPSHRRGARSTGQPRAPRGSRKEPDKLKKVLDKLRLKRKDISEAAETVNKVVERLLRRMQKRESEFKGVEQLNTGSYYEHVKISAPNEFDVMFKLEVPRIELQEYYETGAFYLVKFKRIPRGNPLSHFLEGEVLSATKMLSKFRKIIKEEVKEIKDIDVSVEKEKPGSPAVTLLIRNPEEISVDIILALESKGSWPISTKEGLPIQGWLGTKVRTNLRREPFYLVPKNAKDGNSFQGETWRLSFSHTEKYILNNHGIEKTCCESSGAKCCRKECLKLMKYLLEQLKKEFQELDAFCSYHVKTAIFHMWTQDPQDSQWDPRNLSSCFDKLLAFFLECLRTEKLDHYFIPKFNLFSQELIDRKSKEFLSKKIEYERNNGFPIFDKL
# * hit, by the source's call; & = joins results of further samples. Some of the compounds tested; rates above refer to the full screens.
mcGAS MS inh | smiles
0 | Cc1csc(/C(C#N)=C\c2ccc(C3CC3C)o2)n1 (configuration not stated)
-28 | C1=CCC(c2cn(Cc3nccn3Cc3ccccc3)nn2)CC1 (configuration not stated)
-4 | OC(Cc1ccccc1)c1ncc(-c2ccc(Cl)cc2)[nH]1 (configuration not stated)
-15 | Cc1nc(CC(=O)N2CCCC2c2nonc2C)cs1 (configuration not stated)
-28 | CCS(=O)(=O)CCNC(=O)Cc1c(C)[nH]c2c(F)cccc12
-4 | O=C(NC1CC1)C1CNCCN1C(=O)c1cc(=O)nc2sccn12 (configuration not stated)
-15 | CCOc1ccc(C(=O)Nc2c(C)nc3c(C)cccn3c2=O)cc1OCC
-12 | O=C(NC1CCOC2(CCCCC2)C1)c1ncoc1-c1cccs1 (configuration not stated)
1 | CON(C)C(=O)C1CCC(C(F)(F)F)NC1=O (configuration not stated)
-2 | O=C(CSc1ccccc1)Nc1nnc(-c2ccncc2)o1
-12 | Cc1ccc(C)c(NC(=O)CSc2nnc(CNC(=O)c3ccco3)n2-c2ccc(Cl)c(Cl)c2)c1
-14 | O=C(C=Cc1ccccc1)N(Cc1ccccc1)Cc1nc2ccccc2c(=O)[nH]1
5 | Cc1ccc(N=CC2=C(N3CCOCC3)/C(=C/c3ccccc3)CC2)cc1
-7 | Fc1cc2c(c(CN(Cc3ccco3)C3CCCC3)c1)OCOC2
3 | CCN=c1scc(-c2ccc(O)c(C(N)=O)c2)n1CC

# Continued; it opens with the 2 that closed the last part.
mcGAS MS inh | smiles
-7 | Fc1cc2c(c(CN(Cc3ccco3)C3CCCC3)c1)OCOC2
3 | CCN=c1scc(-c2ccc(O)c(C(N)=O)c2)n1CC
0 | CC(OC(=O)c1ccc(F)cc1N)C(=O)Nc1c(F)cccc1F (configuration not stated)
-9 | CCC(C)(C)C1CCC(=NNC(=O)Cc2cccn2C)CC1 (configuration not stated)
-2 | Cc1cc2c(cc1-c1nccn1-c1ccc3cn[nH]c3c1)OCO2
-2 | O=C(NCC1CCN(C2CCCC2)CC1)C1(c2ccccc2)CCOCC1
-52 | O=C(C1CC(c2cc(F)ccc2F)=NO1)N1CCC2(CCOC2)C1 (configuration not stated)
-15 | C[C@@H](C1=C(CCN(C)C)Cc2ccccc21)c1ccccn1
-2 | CN(CCOc1ccc(Cl)cc1)Cn1nc2ccccn2c1=O
-17 | CN1C(=C2C=NN(c3ccccc3)P2(=S)Nc2ccccn2)C(C)(C)c2ccccc21 (configuration not stated)
-12 | CC(=O)c1ccc(N=C2SCCCN2C(=O)CC2CCCC2)cc1
-17 | O=C(c1ccccc1-n1cncn1)N1CCCC(Cn2ccnc2)C1 (configuration not stated)
-9 | O=[N+]([O-])c1ccc(O)c(C=Nc2ccc(S(=O)(=O)N3CCCC3)cc2)c1
-11 | Cc1cnc(NC(=O)C2CSCN2C(=O)c2ccoc2C)s1 (configuration not stated)
-9 | COc1ccc(CN2CCC(OCc3cccnc3)CC2)c(F)c1
-10 | O=C(N=Nc1c(O)[nH]c2ccccc12)C1COc2ccccc2O1 (configuration not stated)
2 | CCOn1c(=O)c(-c2cccc(Br)c2)[n+]([O-])c2ccccc21

# Some of the entries above in a different format.
CC(=O)c1ccc(N=C2SCCCN2C(=O)CC2CCCC2)cc1
  mcGAS MS inh: -12

O=C(c1ccccc1-n1cncn1)N1CCCC(Cn2ccnc2)C1 (configuration not stated)
  mcGAS MS inh: -17

O=[N+]([O-])c1ccc(O)c(C=Nc2ccc(S(=O)(=O)N3CCCC3)cc2)c1
  mcGAS MS inh: -9

Cc1cnc(NC(=O)C2CSCN2C(=O)c2ccoc2C)s1 (configuration not stated)
  mcGAS MS inh: -11

# (further entries)
mcGAS MS inh | smiles
-7 | Cc1ccc2c(c1)C(=O)c1ccc(C)cc1C2=O
10 | c1ccc(Oc2ncccc2-c2noc([C@H]3CCCO3)n2)cc1
26 | CCCCC(=O)OCC(=O)Nc1cc2c(cc1Cl)C(=O)c1ccccc1C2=O
5 | COc1cccc(CSCC(=O)NCc2cccs2)c1
-16 | CCCN(C(=O)c1ccc(-n2ccnc2)cc1)C1CCCC1
-8 | CON(C)C(=O)C(NC(=O)c1c(F)cccc1F)C(C)C (configuration not stated)
-6 | CC(C)NCC(=O)Nc1nc(-c2ccccc2)cn1-c1ccccc1
-9 | CC(Oc1ccccc1F)C(=O)NNC(=O)c1ccc(Br)cc1 (configuration not stated)
-4 | CCOc1ccc(OCCNC(=O)C2CCN(S(=O)(=O)c3ccc4c(c3)CCC4)CC2)cc1
1 | COc1cc(NC(=O)C=Cc2ccc3c(c2)OCO3)c(OC)cc1Cl
2 | O=S(=O)(NCCN1CCOC(c2ccccc2)C1)c1cccc2ccccc12 (configuration not stated)
-2 | CC(C)c1ccc(NC2CCCN(C(=O)CCn3cncn3)C2)cc1 (configuration not stated)
3 | O=C1CCCCC1Sc1ncnc2sccc12 (configuration not stated)
-13 | CCOC(=O)c1ccsc1NC(=O)c1cc(OC)cc(OC)c1
-4 | CCCNS(=O)(=O)c1cc(Cl)c(OC)cc1Cl

# The list continues:
mcGAS MS inh | smiles
-6 | O=C(NC1CCCCC1)N1CCn2cccc2C1c1ccncc1 (configuration not stated)
-12 | Cc1c(Br)c([N+](=O)[O-])nn1CC(=O)N1CCCCCC1
-3 | CN(Cc1nc2ccccc2s1)CC(O)COc1ccccc1F (configuration not stated)
3 | CCc1cc2c(NCc3cccnc3)nc(C)nc2s1
-6 | C=C(C)COc1ccc(C(=O)N(C)C(C)c2ccon2)cc1 (configuration not stated)
-12 | CC(NC(=O)c1ccc2c(c1)CCCC2)c1ccccn1 (configuration not stated)
-3 | Cc1ccc2[nH]c(C)c(CC(=O)N3CCOC(C)C3)c2c1 (configuration not stated)
7 | CCN(C(C)=O)C(C(=O)Nc1cccc(I)c1)c1ccc(F)c(F)c1 (configuration not stated)
-2 | C=C(Br)Cn1c(CCCC)nc2ccccc21
28 | CN1C(=O)NC(C(Cl)(Cl)Cl)N(C)C1=O (configuration not stated)
-9 | O=S(=O)(NCc1ccccc1)N1CC=CC1
-2 | C=CCOc1ccc(CN(C)S(=O)(=O)c2c(C)n[nH]c2C)cc1
5 | COc1ccc(NC(=O)NCCCn2nc(-c3ccccc3)ccc2=O)cc1
-21 | CS(=O)(=O)c1ccccc1C(=O)NCC1CN(c2ccc(F)cc2)C(=O)O1 (configuration not stated)
0 | COCCN(C)c1ccc(N)nc1

# (next part)
mcGAS MS inh | smiles
2 | NC(=O)COC(=O)COc1ccc(OCc2ccccc2)cc1
14 | NC(=O)c1c(NC(=O)C2CCCO2)sc2c1CCCC2 (configuration not stated)
-3 | CCC(CC)C(=O)NCCc1cc2ccc(C)c(C)c2[nH]c1=O
-9 | O=C(O)C1CCCN(C(=O)Cc2ccc(Cl)c(Cl)c2)C1 (configuration not stated)
-5 | COc1ccccc1NC(=O)CC(C(=O)O)N(C)C (configuration not stated)
1 | CCN(C1CCCCC1)S(=O)(=O)c1cc2c3c(c1)CCN3C(=O)CC2
-8 | Nc1nc2nc(C(F)(F)F)[nH]c2c(=O)[nH]1
15 | CCc1[nH]c(=S)c(C#N)c(C(F)(F)F)c1C
1 | CC(NC(=O)c1ccc(Br)s1)C(=O)OCCn1ccccc1=O (configuration not stated)
-1 | CCCC1COCCN1Cc1cc(F)c(O)c(OC)c1 (configuration not stated)
3 | Nc1cc(-c2ccccc2)no1
6 | COc1ccc(C2C(=C(O)c3ccccc3)C(=O)C(=O)N2CCCN(C)C)cc1OC (configuration not stated)
-4 | O=C(CN1CCC1Cc1ccccc1)Nc1ccccc1OC(F)F (configuration not stated)
-7 | O=c1n(Cc2ccc3c(c2)OCO3)nc(C2CCNCC2)n1-c1ccccc1
-1 | CCCN1CCc2c(sc3c2c(NC(CC)CO)nc2nnnn23)C1 (configuration not stated)

# (next part)
mcGAS MS inh | smiles
-10 | Cc1nc(C)c(CC(=O)NC2CC(=O)N(Cc3cccc(F)c3)C2)c(=O)[nH]1 (configuration not stated)
-11 | CN(Cc1cccc(C(=O)Nc2cn(C)nn2)c1)CC1Cc2ccccc2O1 (configuration not stated)
-3 | CCN(CCO)c1ccc(Nc2cc(-c3ccc4ccccc4c3)ncn2)cc1
-3 | O=S(=O)(c1c(Cl)cccc1Cl)N1CCN(Cc2cccc3cccnc23)CC1
-11 | COC1C=CC23c4cc5c(cc4CN(CC2O)[C@@H]3C1)OCO5 (some centres not stated)
6 | CN(c1ccc(F)cc1)S(=O)(=O)c1cc(C(=O)O)cc2c1CCC2
-4 | O=C(NCCC(=O)N1CCC[C@H]1CN1CCCC1)c1ccccc1F
-6 | CCCC(=O)Nc1nn(CC)c2nc3c(C)cccc3cc12
-4 | CC(C)Oc1ccc(C(=O)N(C)CC2CCN(CCc3ccc(Cl)cc3)CC2)cc1
-8 | COc1cccc(-n2c(=O)[nH]c3c(C(N)=O)nc(CCc4ccccc4)nc32)c1
-6 | CC(Sc1nc(-c2ccccc2)cc(C(F)(F)F)n1)C(=O)N1CCSCC1 (configuration not stated)
-6 | Cc1c(C(=O)N2CCC(C(N)=O)CC2)oc2c(Cl)cccc12
-5 | Cc1ccc(S(=O)(=O)Nc2cnn(CC(F)F)c2)cc1F
-3 | COc1cccc(Nc2cc(N3CCC[C@H]3C(=O)NCCCn3ccnc3)nc(N)n2)c1
-6 | CC1(C)CC(=O)C2=C(C1)OC1=C(C(=O)CC(C)(C)C1)C2c1cc2ccccc2[nH]c1=O

# Quoted from the listing:
# mcGAS MS inh with `Cc1ccc(S(=O)(=O)Nc2cnn(CC(F)F)c2)cc1F` reads -5
# mcGAS MS inh with `COc1cccc(-n2c(=O)[nH]c3c(C(N)=O)nc(CCc4ccccc4)nc32)c1` reads -8
# mcGAS MS inh with `CC(C)Oc1ccc(C(=O)N(C)CC2CCN(CCc3ccc(Cl)cc3)CC2)cc1` reads -4
# mcGAS MS inh with `CCCC(=O)Nc1nn(CC)c2nc3c(C)cccc3cc12` reads -6
# mcGAS MS inh with `COC1C=CC23c4cc5c(cc4CN(CC2O)[C@@H]3C1)OCO5` (some centres not stated) reads -11

# (further entries)
mcGAS MS inh | smiles
-8 | CC(C)CN1CC(C(=O)N2CCc3nc[nH]c3C2)CC1=O (configuration not stated)
-11 | COc1ccc(C2(c3ccc(OC)cc3)NC(=O)N(CN3CCOCC3)C2=O)cc1
-24 | Cc1cnc(NCCCC2CCOC2)nc1N(C)C (configuration not stated)
-20 | NCCC1CCCN(Cc2ccccc2C(F)(F)F)C1 (configuration not stated)
13 | CC1CCCN(Cc2nc3c(c(=O)n(C)c(=O)n3C)n2Cc2ccccc2F)C1 (configuration not stated)
-5 | CC1CCN(C(CNC(=O)c2cnc(N)c(Cl)c2)C(C)C)CC1 (configuration not stated)
-8&0 | COc1cc2c(c(OC)c1OC)-c1ccc(OC)c(=O)cc1[C@@H](NC(C)=O)CC2
6 | CCOc1ccc(-n2nnc3c(=O)n(Cc4ccc(F)cc4)cnc32)cc1
-10 | COc1ccc(Cl)cc1Cn1cc(C(=O)NCc2cccc(C(F)(F)F)c2)sc1=O
11 | c1cc2c(cc1N1COc3cc4c(cc3C1)OCO4)OCO2
-4 | COC(=O)c1ccc(CN(CCN2CCOCC2)Cc2sccc2C)o1
-6 | COCCn1c(=NC(=O)c2cccc(S(C)(=O)=O)c2)sc2cccc(F)c21
-3 | O=C1NCC2(CCCN(C(=O)c3coc(CN4CCOCC4)c3)CC2)O1 (configuration not stated)
3 | CC1ON=C(c2ccco2)N(Cc2ccc(F)cc2)C1=O (configuration not stated)
-23&-9 | COc1cc(C)ccc1S(=O)(=O)NCc1ccc2c(c1)OCO2

# Other compounds
mcGAS MS inh | smiles
-12 | CC(CC1=CCCN(C)C1)NC(=O)c1ccc2c(c1)OC(F)(F)O2 (configuration not stated)
0 | Cc1cn2c3c(=O)[nH]c(=O)n(C)c3nc2n1CCCN1CCc2ccccc2C1
-5 | Cc1cc(C(C)(C)C)cc(C)c1S(=O)(=O)NCc1nnc2ccc(C(F)(F)F)cn12
0 | CC(=O)c1c(C)[nH]c(C)c1C(C)=O
4 | Cc1cc(C(=O)N2CCCC2(C)C(=O)O)no1 (configuration not stated)
-20 | CC1(C)SC2C(NC(=O)Cc3ccccc3)C(=O)N2C1C(=O)O (configuration not stated)
-6 | Clc1ccc(Cl)c(/C=N/Nc2nccs2)c1Cl
-16 | Cc1nc(Cl)c2sc(=S)n(-c3ccccc3)c2n1
-11 | Cc1ccnc(SCCCn2c(N3CC(C)OC(C)C3)nc3c2c(=O)[nH]c(=O)n3C)n1 (configuration not stated)
-10 | CC1(C(=O)NS(=O)(=O)Cc2ccccc2C(F)(F)F)CCN1C(=O)Cc1ccccc1 (configuration not stated)
0 | O=C1c2ccccc2S(=O)(=O)N1CCn1cnc2sc3c(c2c1=O)CCC3
-11&-9 | CCC(=O)N(Cc1ncc(-c2ccc3c(c2)OCO3)[nH]1)C(C)C
-9&14 | CC(C)c1ccc(CN2CCCC(O)(CN3CCCNC(=O)C3)C2=O)cc1 (configuration not stated)
-9 | Cc1cc(C(F)(F)F)nc(CCNC(=O)c2cn(CC3CCCO3)nn2)n1 (configuration not stated)
7 | CCCCCNC(=O)CN1C(=O)NC(C)(c2ccc(Cl)cc2)C1=O (configuration not stated)

# Of the compounds above, two have a nitro group on carbon:
mcGAS MS inh | smiles
-9 | O=[N+]([O-])c1ccc(O)c(C=Nc2ccc(S(=O)(=O)N3CCCC3)cc2)c1
-12 | Cc1c(Br)c([N+](=O)[O-])nn1CC(=O)N1CCCCCC1

# (more compounds)
mcGAS MS inh | smiles
-8 | CCOC(=O)NC(=O)c1cn(C(CC)CO)c(=O)[nH]c1=O (configuration not stated)
14 | C#CCn1c(O)c(N=NC(=O)CNC(=O)/C=C/c2ccco2)c2ccccc21
-24 | CCC[C@H]1C[C@H]1C(=O)N1CCOc2c(O)cc(-c3cccc(Cl)c3)cc2C1
-5 | Cc1cnc(N2C(=O)C(C)SC2c2ccco2)s1 (configuration not stated)
-6 | COc1ccc(C(=O)CSc2nnc(-c3ccc(=O)n(C)c3)n2C)cc1
-11 | CNc1cc2c(nn1)CCN(C(=O)c1cc(Cl)c(Cl)n1C)C2
-9 | CC(C)CC1CCCN(C(=O)c2ccc3c(=O)n(C)c(=O)n(C)c3n2)C1 (configuration not stated)
-3 | O=c1oc2ccccc2n1CCN1CCN(c2ncc(F)cn2)CC1
-11 | O=C(CSc1nnc(-c2ccccc2)n1-c1ccccc1)N/N=C\c1ccc(Cl)cc1
